Screening results as filed in PubChem.
GSK3A inh = inhibitors of human GSK-3 alpha kinase; ADP-Glo luminescence, 60 min; inhibition, % at 10 µM; 0.1% of 320,000 active;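 in the data active = inhibition above about 50%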;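 also: GST-tagged GSK-3 alpha with peptide substrate and 25 µM ATP; 0% = DMSO neutral wells and 100% = GW8510 positive control wells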
Target sequence (P49840 whole entry, looked up): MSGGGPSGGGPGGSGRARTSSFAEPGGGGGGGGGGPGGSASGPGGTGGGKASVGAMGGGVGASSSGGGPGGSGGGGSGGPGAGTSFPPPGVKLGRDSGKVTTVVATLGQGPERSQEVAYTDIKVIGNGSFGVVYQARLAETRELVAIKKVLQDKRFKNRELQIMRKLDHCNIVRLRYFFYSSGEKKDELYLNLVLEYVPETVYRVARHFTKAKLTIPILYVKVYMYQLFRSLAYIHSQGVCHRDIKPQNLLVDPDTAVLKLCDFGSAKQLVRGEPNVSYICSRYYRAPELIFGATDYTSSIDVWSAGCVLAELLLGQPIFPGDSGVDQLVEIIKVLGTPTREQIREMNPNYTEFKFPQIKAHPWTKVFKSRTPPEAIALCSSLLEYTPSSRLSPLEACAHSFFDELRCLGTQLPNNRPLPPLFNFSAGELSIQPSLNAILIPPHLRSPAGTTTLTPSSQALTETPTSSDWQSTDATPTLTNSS
An asterisk follows results filed as active. Not all compounds are listed. The share of hits here may be higher or lower than overall.

Sample of the layout:
SMILES	GSK3A inh
CCCn1c(SCC(=O)N(C)CC(=O)Nc2ccc(Cl)cc2)n[nH]c1=O	-1.5
CCCCN1C(=O)c2ccc(C(=O)OCC(=O)N3CCN(c4ccccc4)CC3)cc2C1=O	-1.0
CN(c1cccc(Cl)c1)S(=O)(=O)c1cccc(C(=O)NN2CCOCC2)c1	-1.7
CC[C@]12c3[nH]c4ccccc4c3CCN1C(=O)C(CC(=O)NCc1cccc(C(F)(F)F)c1)C[C@@H]2C(=O)N1CCN(C(=O)C2CC2)CC1 (stereo not given in full)	2.1
CSc1ncccc1C(=O)OCC(=O)N1CCN(C(=O)c2ccco2)CC1	-1.8
O=C(Nc1ccc(S(=O)(=O)NC2=NCCCCC2)cc1)c1cccc(S(=O)(=O)N2CCOCC2)c1	-1.5

This part in full, repeating the preview:
SMILES	GSK3A inh
CCCn1c(SCC(=O)N(C)CC(=O)Nc2ccc(Cl)cc2)n[nH]c1=O	-1.5
CCCCN1C(=O)c2ccc(C(=O)OCC(=O)N3CCN(c4ccccc4)CC3)cc2C1=O	-1.0
CN(c1cccc(Cl)c1)S(=O)(=O)c1cccc(C(=O)NN2CCOCC2)c1	-1.7
CC[C@]12c3[nH]c4ccccc4c3CCN1C(=O)C(CC(=O)NCc1cccc(C(F)(F)F)c1)C[C@@H]2C(=O)N1CCN(C(=O)C2CC2)CC1 (stereo not given in full)	2.1
CSc1ncccc1C(=O)OCC(=O)N1CCN(C(=O)c2ccco2)CC1	-1.8
O=C(Nc1ccc(S(=O)(=O)NC2=NCCCCC2)cc1)c1cccc(S(=O)(=O)N2CCOCC2)c1	-1.5
O=C(c1ccco1)N1CCN(C(=O)c2cc(=O)[nH]c3ccccc23)CC1	0.3
CCOC(=O)[C@H]1[C@H]2COc3cc(OC)ccc3[C@@H]2N2C(=O)[C@@H](CO)NC(=O)[C@@]12C	-0.9
Cc1ccc(C(=O)CCC(=O)OCC(=O)Nc2ccccc2SCC#N)cc1	-1.7
COc1ccc(S(=O)(=O)NC2CCN(Cc3ccccc3)CC2)cc1NC(C)=O	-1.6
CSCCC(NC(=O)c1ccco1)C(=O)NCC1CCCCC1 (stereo not given)	-1.2
CCOc1ccc(Oc2ccc(C(F)(F)F)cc2NC(=O)C2=COCCO2)cc1	-6.7
CCC(C)c1ccccc1NC(=O)C(C)Sc1n[nH]c(N)n1 (stereo not given)	-3.6
Cc1ccc(NS(=O)(=O)c2ccc3c(c2)OCCCO3)cc1S(=O)(=O)N1CCOCC1	-0.2
O=C(COC(=O)c1ccccc1Br)NCC1CCCCC1	-1.5
CC1CC(C)CN(C(=O)C(C)N2CCN(S(=O)(=O)c3cccs3)CC2)C1 (stereo not given)	-3.0
CSCCC(NC(=O)c1ccccc1Cl)C(=O)NCCc1ccccn1 (stereo not given)	-2.0
COCc1c(C(=O)OCC(=O)NCc2ccco2)oc2ccccc12	-2.4
CC1CC(=O)Nc2ccccc2N1C(=O)CSc1nnnn1C(C)C (stereo not given)	-2.6
CCc1cccc(C)c1NC(=O)CCCN1C(=O)CN(C)C1=O	-5.3
Cc1cc(C)c(C)c(S(=O)(=O)Nc2ccc3cn[nH]c3c2)c1C	-0.2
O=C(CN1CCN(c2ccccc2O)CC1)Nc1ccnn1C1CCCC1	2.5
O=C(COC(=O)c1cncc(Br)c1)NC12CC3CC(CC(C3)C1)C2	1.1
CCOc1ccc(S(=O)(=O)N2CCCCC2)cc1NC(=O)CN1CCCC1c1cccs1 (stereo not given)	-6.0
O=C(NCC1CCCO1)c1cn(Cc2ccccc2)nc1-c1ccc(Cl)cc1 (stereo not given)	-3.8
Additional structures follow:
SMILES	GSK3A inh
CC1(c2ccc(Cl)cc2Cl)NC(=O)N(CC(=O)NC2CCCCC2)C1=O (stereo not given)	-2.3
Cc1nnc(NC(=O)C2CCN(S(=O)(=O)c3ccc(F)c(F)c3)CC2)o1	1.1
O=[N+]([O-])c1cc(S(=O)(=O)N2CCCC2)ccc1OCCOc1ccccc1	-1.2
CN(C)S(=O)(=O)c1ccc(Cl)c(C(=O)NNC(=O)c2ccc3c(c2)OCO3)c1	2.7
CN(CC(=O)Nc1cccc(Cl)c1)C1=NS(=O)(=O)c2ccccc21	-1.1
COc1cc2nc(CN3CCN(S(=O)(=O)c4c(F)cccc4F)CC3)[nH]c(=O)c2cc1OC	2.9
O=C(N/N=C/c1cc([N+](=O)[O-])cc([N+](=O)[O-])c1O)C(O)(c1ccccc1)c1ccccc1	-2.7
CN1CCN(c2ccc(S(=O)(=O)N3CCOCC3)cc2NC(=O)CSCc2ccccc2)CC1	-1.3
CCN(CC)S(=O)(=O)c1cccc(NC(=O)COC(=O)C2=COCCO2)c1	-1.7
NC(=O)Nc1ccc(C(=O)OCC(=O)c2c[nH]c3ccccc23)cc1	0.2
COc1ccc2ccc(OCC(=O)Nc3cc(C)on3)cc2c1	1.2
O=C1COc2ccc(C(=O)CSc3ccc(Br)cc3)cc2N1	2.2
COc1ccc(C)cc1S(=O)(=O)N1CCN(C/C=C/c2ccccc2)CC1	0.3
Cc1onc(-c2ccccc2)c1C(=O)Nc1ccc(Cl)c(S(=O)(=O)N2CCOCC2)c1	-0.5
CN(C)S(=O)(=O)c1ccc(C(=O)NNC(=O)C23CC4CC(CC(C4)C2)C3)cc1	0.0
Cc1ccc(NC(=O)CN(C)S(=O)(=O)c2ccc(Cl)s2)c(O)c1	-33.2
COc1ccc(C(=O)NC(=O)COC(=O)c2ccc(C)o2)cc1	-6.4
NC(=O)Nc1ccc(C(=O)OCC(=O)NCc2ccc3c(c2)OCO3)cc1	10.6
COCC(C)n1c(C)cc(C(=O)CN2c3cccc4cccc(c34)S2(=O)=O)c1C (stereo not given)	-1.0
COc1ccc(C(=O)NCC2CCCCC2)cc1S(=O)(=O)N1CCOCC1	0.5
CCN(C(=O)COC(=O)c1cnccn1)c1cccc2ccccc12	-2.3
COc1ccc(C(=O)COC(=O)c2ccccn2)c(OC)c1	0.3
Cc1cc(C)cc(NC(=O)COC(=O)c2cccc(S(=O)(=O)N3CCCCC3)c2)c1	2.6
Cc1ccc(C)c(NC(=O)CSc2nc(C)cs2)c1	3.6
CCC1CCCCN1C(=O)CSc1n[nH]c(N)n1 (stereo not given)	0.9
Remaining list, next part
SMILES	GSK3A inh
COc1cc(OC)c(C(=O)OCC(=O)Nc2nnc(-c3ccccc3)o2)cc1OC	4.9
CC(=O)c1ccc(S(=O)(=O)NCC(=O)NC(c2nc3ccccc3[nH]2)C(C)C)cc1 (stereo not given)	-3.0
Cc1c(Cl)cnc(NC(=O)CSc2n[nH]c(N)n2)c1Cl	-1.3
O=C(COc1ccc(Br)cc1)NNC(=O)c1ccc(-n2cncn2)c([N+](=O)[O-])c1	-0.6
COc1ccc(NS(=O)(=O)c2cccc(C(=O)NN=Cc3cc(Br)c(O)c(Br)c3)c2)cc1	-2.0
Cn1c(N)c(C(=O)COC(=O)c2ccc3ccccc3c2)c(=O)n(C)c1=O	1.2
CCOc1cc(C(=O)N(C)CC(=O)Nc2cccc3ccccc23)ccc1OC	-1.7
CC(C)(C)OC(=O)C[C@H]1C/C=C\C[C@@H](CC(=O)NCCO)C(=O)NC[C@H](c2ccccc2)OC1=O	-1.2
O=C(c1cc(C2CC2)nn1-c1ccccc1)N1CCN(Cc2c(F)cccc2Cl)CC1	0.5
CC(=O)c1c(C)[nH]c(C(=O)CN(C)CC(=O)Nc2ccccc2Cl)c1C	-0.6
COC(=O)[C@]1(Cc2ccccc2)N[C@H](CN(C)C(=O)Nc2ccc(C(F)(F)F)cc2)[C@@H]2C(=O)N(C)C(=O)[C@@H]21	-3.0
C#CCOCCOCCOCCNc1nc(N2CCN(C(=O)[C@H](CCCCN)n3cc(CN)nn3)CC2)nc(N2CCN(C(=O)[C@H](CCC(=O)O)n3cc(CN)nn3)CC2)n1	0.6
O=C(Cc1ccc(S(=O)(=O)N2CCOCC2)s1)NC1CCCCC1	-4.7
CCOc1ccccc1NC(=O)c1cc(-c2ccccn2)nc2ccccc12	-0.6
Cc1cscn1	-0.4
Cc1ccc(NC(=O)C(c2ccccc2)N2CCN(C(=O)c3ccco3)CC2)cc1Cl (stereo not given)	-0.5
O=C(Cn1cnc2ccccc21)OCC(=O)N1CCCCC1	-6.1
CCCn1c(SCC(=O)N2CCc3ccccc32)n[nH]c1=O	0.6
NS(=O)(=O)c1cc(C(=O)NNC(=O)c2ccc3c(c2)OCO3)ccc1Cl	-3.3
COc1ccc(NC(=O)COC(=O)c2ccc3c(c2)OCCO3)cc1OC	0.3
Cc1cc(C(=O)COC(=O)COc2ccccc2C#N)c(C)n1CC1CCCO1 (stereo not given)	-3.1
C=CCn1c(SCC(=O)N(C)C2CCCCC2)nnc1C1CC1	-1.1
CC(=O)Nc1ccc(S(=O)(=O)N(C)CC(=O)NNc2c(F)c(F)cc(F)c2F)cc1	-3.7
C/C(=C\c1ccccc1)C1Nc2cccc3cccc(c23)N1	1.7
CCN(C(=O)COC(=O)c1ccc2c(c1)OCO2)c1ccccc1	0.5
More records follow:
SMILES	GSK3A inh
Cc1c(N)cccc1N	-2.4
COc1ccccc1N1CCN(CC(=O)Nc2ccc(S(=O)(=O)N3CCCCCC3)cc2)CC1	-2.5
CCOc1ccc(S(=O)(=O)NCCC(=O)NCC(c2ccc(OC)cc2)N2CCCC2)cc1 (stereo not given)	-3.7
CCOC(=O)N1CCN(C(=O)CN2C(=O)NC(C)(c3ccc4ccccc4c3)C2=O)CC1 (stereo not given)	-0.8
Cc1ccc(C(=O)N(C)Cc2ccc(N3CCOCC3)cc2)cc1S(=O)(=O)NCc1ccccc1	1.1
O=C(CC1SC(N2CCCCC2)=NC1=O)Nc1cccc(C(=O)NCc2ccccc2)c1 (stereo not given)	-0.6
O=S(=O)(Nc1ccc2cn[nH]c2c1)c1cc(Br)ccc1Br	-1.3
O=C(COc1ccc2ccc(=O)oc2c1)NC1CCS(=O)(=O)C1 (stereo not given)	0.6
Cc1ccc(S(=O)(=O)N2CCN(C(=O)COC(=O)/C=C/c3ccc([N+](=O)[O-])cc3)CC2)c(C)c1	-2.0
CC(Sc1nc(N)cc(N)n1)C(=O)NCC1CCCO1 (stereo not given)	-1.8
O=C(COC(=O)CCC(=O)c1cccs1)Nc1cccc(F)c1	-1.4
O=C(Cc1cccc(C(F)(F)F)c1)Nc1cc(S(=O)(=O)N2CCOCC2)ccc1N1CCCC1	0.2
CC(Sc1nnc(C2CC2)n1C1CC1)C(=O)N(C)C1(C#N)CCCCC1 (stereo not given)	6.0
COc1ccc(S(=O)(=O)c2ccccc2)cc1NS(=O)(=O)c1cccc(C(=O)O)c1	2.2
O=C(CNC(=O)c1ccc(Br)o1)NNC(=O)c1n[nH]c(=O)c2ccccc12	0.7
O=S(=O)(c1cccc(-c2n[nH]c(=S)n2-c2ccccc2Cl)c1)N1CCOCC1	10.5
O=C(CSc1nnc(-c2cccs2)n1C1CC1)NCC1CCCO1 (stereo not given)	-0.8
CN(Cc1ccc(Cl)cc1)C(=O)CNC(=O)C12CC3CC(CC(C3)C1)C2	1.3
COc1ccc(Br)cc1CN(C)C(=O)Cc1ccc(OC)c(S(=O)(=O)N2CCOCC2)c1	5.6
O=C(COC(=O)COc1ccccc1)Nc1ncc([N+](=O)[O-])s1	6.6
COc1ccccc1NC(=O)COC(=O)c1ccc2ccccc2n1	2.8
Cc1cc(C(=O)CSc2nnc(C3CC3)n2C2CC2)c(C)n1C(C)C	-2.5
CC(=O)c1ccc(OCC(=O)NC2CCCCCC2)cc1	-0.8
CCC1(c2ccccc2)NC(=O)N(CC(=O)Nc2cccnc2Cl)C1=O (stereo not given)	1.6
CC(=O)Nc1ccc(SCC(=O)NC(=O)c2ccccc2Br)cc1	-0.7
Additional records
SMILES	GSK3A inh
Cc1ccc2c(c1)-n1c(nc3ccc(C)cc3c1=O)C(Cc1ccccc1)NC2=O (stereo not given)	1.6
Cc1ccc(C)c(N2N=C(C(=O)Nc3cccnc3)CCC2=O)c1	-4.2
O=C(Nc1ccccc1Cl)c1ccc2c(=O)n3c(nc2c1)CCC3	1.3
O=C(COc1ccccc1)OCC(=O)c1ccc(O)cc1O	3.2
CN1C2CCC1CC(NC(=O)c1cc(S(=O)(=O)N(C)C)c(Cl)cc1Cl)C2 (stereo not given)	0.5
O=C(CCNC(=O)c1ccccc1Cl)Nc1cccc(S(=O)(=O)N2CCCC2)c1	-5.8
CC(=NNC(=O)c1ccc2nc[nH]c2c1)c1ccc(Br)cc1	0.7
Cc1cc(Nc2ccc(O)cc2)ccc1N	-0.6
Cc1ccc(NC(=O)Cn2nc(C(=O)O)c3ccccc3c2=O)cc1S(=O)(=O)N1CCOCC1	-0.2
CCOC(=O)C1=C(C)NC(C)=C(C(=O)OCC)C1C(=O)OCC(=O)N1CC(C)OC(C)C1 (stereo not given)	-0.1
Cc1cc(=O)oc2cc(NC(=O)COc3cccc(C(F)(F)F)c3)ccc12	0.4
CCNc1cc(O)ccc1C	-3.9
Cn1nnnc1Sc1ncnc2scc(-c3cccc(S(C)(=O)=O)c3)c12	2.7
CC1O[C@H](OC2C(COC3OC(CO)C(O)[C@H](O)C3O)OC(OC3CC[C@]4(C)C(CC[C@@]5(C)[C@@H]4C=C[C@]46OC[C@@]7(CCC(C)(C)C[C@H]74)C(O)C[C@@]56C)C3(C)C)C(O)C2O)C(O)C(O)C1O (stereo not given in full)	-0.4
O=C(COC(=O)c1ccccc1Br)NCc1cccs1	-1.4
Cc1cccc(NC(=O)CN(CC2CCCO2)C(=O)c2cc(S(=O)(=O)N(C)C)ccc2F)c1C (stereo not given)	-1.1
COC(=O)c1c(NC(=O)CN(C)CC(=O)Nc2ccc(C)cc2)sc2c1CCC(C)C2 (stereo not given)	-3.4
C[C@]12c3[nH]c4ccccc4c3CCN1C(=O)C(CC(=O)NCCN1CCOCC1)C[C@@H]2C(=O)N1CCCCC1 (stereo not given in full)	-2.2
O=C(COC(=O)c1cccnc1Cl)NCCc1ccccc1	-1.6
COc1ccc(CNC(=O)CC2C[C@H](C(=O)N3CCCCC3)[C@@]3(C)c4[nH]c5ccccc5c4CCN3C2=O)cc1OC (stereo not given in full)	-2.8
